TAG inh: inhibitors of triacylglycerol accumulation, primary screen, cell-based, uHTS, fluorescence, H9c2 | inhibition, % at 12.5 µM | 0.66% of 230,000 active | H9c2 cells, Nile Red lipid (TAG) fluorescence; cells loaded with 200 µM oleic acid;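 active means pattern-corrected inhibition of lipid staining of at least 50% with the nuclear-stain viability signal not falling by more than 50%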;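 further: 0% = DMSO wells and 100% = triacsin C control wells; some results filed as inactive read as strong as hits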
TAG inh DAPI viability: second read-out of TAG inh, no call of its own (marks repeat the call); DAPI nuclei signal change (viability), lower = more cytotoxic, %;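 whole-well DAPI fluorescence read on a plate reader as a viability signal; minus 50 percent equals half of cells still viable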
An asterisk follows results filed as active. These rows are one share of the data, so the mix of outcomes need not match the whole.

Value order: TAG inh DAPI viability	TAG inh
COC(=O)C1=C(c2ccc(OCc3ccccc3)cc2)C[C@@H]2CC[C@H]1N2C(=O)NCCCCc1ccccc1
 : -3.5	21.6
Cc1ccc(N2C(=O)NC(=O)C3(Cc4ccccc4N4CCCC43)C2=O)cc1 (configuration not stated)
 : -3.5	-5.6
CC1CCCN(C(=O)CN2C3CCC2CC(O)(c2ccc(F)cc2)C3)C1 (configuration not stated)
 : 9.2	-10.7
CC[C@H]1OC(=O)C[C@@H](O)[C@H](C)[C@@H](O[C@@H]2O[C@H](C)[C@@H](O[C@H]3C[C@@](C)(O)[C@@H](O)[C@H](C)O3)[C@H](N(C)C)[C@H]2O)[C@@H](CC=O)C[C@@H](C)C(=O)/C=C/C(C)=C/[C@@H]1CO[C@@H]1O[C@H](C)[C@@H](O)[C@@H](OC)[C@H]1OC
 : 1.0	2.5
COc1cccc(OC)c1CN1CCCC(C(=O)c2cccc(Cl)c2)C1 (configuration not stated)
 : -1.8	6.9
CCOP(=O)(OCC)C1(C(=O)O)CCCC1
 : 0.6	-1.3
O=C(Nc1ccc2c(c1)OCO2)c1cn(Cc2ccc(F)cc2)nn1
 : -10.3	3.9
COc1ccc2ccc(O)c(CN3CC=C(c4ccccc4)CC3)c2c1
 : 0.4	0.0
CCCn1cc(C(=O)O)cn1
 : 7.8	-15.3
CCC1(c2cccc(O)c2)CCCCN(C)C1 (configuration not stated)
 : -12.2	8.8
C[C@@H]1O[C@@H](O[C@@H]2C=C3CCC4C(CC[C@]5(C)[C@@H](c6ccc(=O)oc6)CC[C@]45O)[C@@]3(C)CC2)[C@H](O)[C@H](O)[C@H]1O (some centres not stated)
 : 2.8	-7.1
Nc1c(C(=O)NCCN2CCOCC2)c2nc3ccccc3nc2n1Cc1ccco1
 : 76.2	9.6
CC(C)(C)NC(=S)N1Cc2ccccc2-n2nncc2C1
 : 0.6	-3.8
CCCC(=O)c1cc(CP(=O)(OCC)OCC)oc1C
 : -2.4	0.3
C[C@@]1([C@@H](NP(=O)(c2ccccc2)c2ccccc2)c2ccccc2)C[C@H]1CCO
 : -2.0	-2.2
c1ccc(C2N3CCCN23)cc1 (configuration not stated)
 : 7.5	-8.0
CCC(=NC1CC1)c1c(O)n(C2CCCCC2)c(=O)[nH]c1=O
 : 0.4	23.2
Cc1ncc([N+](=O)[O-])n1CCOc1nonc1N
 : -4.4	4.4
COc1cc2c(cc1OC)[C@@H]1C(=O)c3ccc4c(c3O[C@@H]1CO2)C[C@H](C(C)C)O4
 : -4.6	-8.4
O=C(COC(=O)Cc1ccccc1)NC12CC3CC(CC(C3)C1)C2
 : 1.0	-5.4
CC1(C(=O)O)CCCC2(C)c3cc(O)ccc3CCC12 (configuration not stated)
 : 4.5	0.1
Cc1ccccc1-n1c(C)nc2ccccc2c1=O
 : -8.4	-2.8
C=CCN1C(=O)C2(C(C(=O)OCC)=C(N)Oc3c2c(=O)oc2ccccc32)c2ccccc21 (configuration not stated)
 : -5.1	5.5
O=C(NN=Cc1ccc(N(CCCl)CCCl)cc1)C(=O)c1c[nH]c2ccccc12
 : -5.8	-8.2
CCCS(=O)(=O)N1CCCC(C(=O)N2CCC3(CC2)OCCO3)C1 (configuration not stated)
 : -2.3	0.3
Cn1cc[n+](C)c1P(=S)(c1ccccc1)c1ccccc1
 : 1.0	-5.4
O=C(N=Nc1c(O)[nH]c(=O)[nH]c1=O)C1COc2ccccc2O1 (configuration not stated)
 : -4.0	-5.1
COC(=O)C1=C(c2cc3ccccc3s2)C[C@@H]2CC[C@H]1N2C(=O)NCC1CC1
 : -11.7	-6.4
CN1CCN(c2ccc(C(F)(F)F)cc2N)CC1
 : 2.3	6.1
CC1(C)CC(=O)C=C(NCCN2CCN(C(=O)Cc3ccc(Cl)cc3)CC2)C1
 : 9.2	-0.1

Going on with the list.
Value order: TAG inh DAPI viability	TAG inh
CCN(CC)CCCN=Cc1c(O)n(-c2cccc(C)c2C)c(=O)[nH]c1=O
 : 7.5	-16.5
O=C(O)c1nn(Cc2ccc(Cl)cc2Cl)c2ccccc12
 : 6.3	-1.5
COC(=O)c1c(C)n(Cc2ccccc2)c2ccc(O)cc12
 : 14.1	-37.0
CN(C)c1ccc(C=C2C(=O)NC(=O)NC2=O)cc1
 : 3.1	-3.1
COc1cccc(C(=O)C2CCCN(Cc3ccccn3)C2)c1 (configuration not stated)
 : -6.7	4.7
CCOP(=O)(OCC)c1cccc(OP(=O)(c2cccc([N+](=O)[O-])c2)c2cccc([N+](=O)[O-])c2)c1
 : 1.7	-2.9
COC(=O)C1C2c3ccccc3C(c3ccccc32)C1C(=O)OC (configuration not stated)
 : -1.5	0.7
C/C(=N\N1CCCCCC1)c1c(O)n(-c2ccc(C)cc2)c(=O)[nH]c1=O
 : -5.3	4.3
C=CC[N+]1(C)C2CCC1CC(O)C2 (configuration not stated)
 : 0.6	8.0
CC1=NN=C(c2ccc(N)cc2)c2cc3c(cc2C1)OCO3
 : 8.3	-9.3
COc1ccc(C(O)C(C)NC(C)C(O)c2ccc(OC)cc2)cc1 (configuration not stated)
 : -15.0	13.8
CC(Cl)(Cl)/C(=N/P(=S)(N1CCOCC1)N1CCOCC1)N1CCOCC1
 : 8.6	-0.5
Cc1cc(NC(=O)CCl)no1
 : -17.7	19.1
CN(C)c1cc[n+](CC(O)C[n+]2ccc(N(C)C)cc2)cc1
 : -6.3	5.4
COC(=O)C1=C(c2c(C)noc2C)C[C@@H]2CC[C@H]1N2C(=O)N1CCOCC1
 : 0.1	-23.6
Cc1ccccc1C(O)(Cc1ccccc1)C1CN2CCC1CC2 (configuration not stated)
 : -12.9	24.0
O=C(Cc1cc(=O)[nH]c(=O)[nH]1)N1CCN(CCO)CC1
 : 1.9	5.4
C[C@@H]1CN(C2CCC(C#N)(c3ccc(F)cc3)CC2)CC[C@]1(C(=O)O)c1ccccc1 (some centres not stated)
 : 4.2	-4.9
COc1ccccc1CCNCc1ccc(OC)c(OC)c1OC
 : 11.1	-4.3
C/C(=N\NC(=O)c1ccccc1O)c1c(O)n(Cc2ccccc2)c(=O)[nH]c1=O
 : -2.9	-6.3
NN=C1C(Cl)=C(Cl)C(Cl)=C1Cl
 : -3.3	15.1
Cc1ccc(-c2ccc(=O)n(CC(=O)N3CCC4(CC3)OCCO4)n2)cc1
 : 3.0	-5.8
CC1=NN(c2ccccc2)C(=O)C1/C=C1\C(=O)NC(=O)N(c2cc(C)cc(C)c2)C1=O (configuration not stated)
 : 0.2	-1.1
O=C(NC1CC1)c1cn(Cc2ccccc2)nc1-c1ccccc1
 : 3.3	-2.9
CCC(C)C12CN3CCN(CC(C)(C3)C1O)C2 (configuration not stated)
 : 6.7	-3.0
O=C1/C(=C/c2ccncc2)N2CCC1CC2
 : 5.3	-0.8
CC(=O)OC1CC[C@@]2(C)C(=CC(=O)C3C4CCC(OC(C)=O)[C@@]4(C)CCC32)C1 (some centres not stated)
 : 4.1	-0.2
CC1CN(c2cc([N+](=O)[O-])ccc2Cl)CC(C)N1 (configuration not stated)
 : -6.8	10.5
Cc1ccc(-c2nc3ccccc3c(=O)n2-c2cccnc2)cc1
 : 4.4	-7.2
Cc1ccc2c(c1)CC1(CN2C)C(=O)NC(=O)N(C(C)C)C1=O (configuration not stated)
 : 24.3	-16.0

Given comma-delimited: part of the list above.
canonical_smiles,TAG inh DAPI viability,TAG inh
COC(=O)c1c(C)n(Cc2ccccc2)c2ccc(O)cc12,14.1,-37.0
COC(=O)C1=C(c2c(C)noc2C)C[C@@H]2CC[C@H]1N2C(=O)N1CCOCC1,0.1,-23.6

New compounds follow
Value order: TAG inh DAPI viability	TAG inh
CCOC(=O)[C@]1(C#N)[C@@H]2C=CC(C(C)=O)=CN2[C@@H](C(N)=O)[C@@H]1c1ccsc1
 : 3.4	-5.3
CC1(C)CN=C(Nc2ccc(F)c(Cl)c2)S1
 : 1.4	3.7
CC1([N+](=O)[O-])COP(=O)(Nc2cccc(F)c2)OC1 (configuration not stated)
 : -0.1	-5.8
COC(=O)C1=C(c2ccccc2)C[C@@H]2CC[C@H]1N2C(=O)NC(C)C
 : 7.9	-6.7
CCOC(=O)C1=C(C)N(C)C2(C)CC1c1ccccc1O2 (configuration not stated)
 : 1.4	-0.1
NC(=O)OCCCc1ccccc1
 : -0.3	-4.0
Cc1cc(O)c(CN2CCN(c3ccccc3)CC2)cc1C
 : -1.8	-1.6
COc1ccc(Cc2c(O)[nH]c(=O)[nH]c2=O)c(OC)c1
 : 0.9	7.3
CCOP(=S)(OCC)Oc1cc(C)nc(C(C)C)n1
 : -8.7	-23.3
Cc1sc2nc(COC(=O)Cc3ccccc3)[nH]c(=O)c2c1C
 : 6.5	-9.4
CN1C(=O)C[N+]([O-])=C(c2ccccc2)c2cc(Cl)ccc21
 : 2.8	-7.1
COC(=O)C1=C(N)Oc2cc(C)oc(=O)c2C12C(=O)Nc1ccccc12 (configuration not stated)
 : -2.9	7.2
O=c1c2ccccc2nc(/C=C/c2ccccn2)n1-c1ccccc1
 : -1.5	-2.6
CCN1CCN(c2cn[nH]c(=O)c2Cl)CC1
 : 11.4	1.9
CN(C)C(=S)SSC(=S)N(C)C
 : -82.1	98.6
CC(=NCc1cccnc1)c1c(O)n(-c2ccc(Cl)cc2)c(=O)[nH]c1=O
 : 3.2	4.6
CN1C(=O)C(=Cc2ccc(N3CCCCCC3)cc2)C(=O)N(C)C1=O
 : -4.1	7.2
COC(=O)C1=C(c2cc3ccccc3o2)C[C@@H]2CC[C@H]1N2C(=O)NC(C)C
 : 7.5	-14.9
Cc1ccc2[nH]c(=S)n(-c3cccnc3)c(=O)c2c1
 : 5.0	-4.5
Cc1[nH]c2ccccc2c1C(=O)C(=O)N1CC2CC(C1)c1cccc(=O)n1C2 (configuration not stated)
 : 2.4	-9.5
Oc1c(Cl)cccc1Cc1cc(Cl)cc(Cl)c1O
 : 0.0	4.0
Cn1c(O)c(C(=Nc2ccc(F)cc2)c2ccccc2)c(=O)n(C)c1=O
 : 12.1	-6.6
Cc1nc2ccsc2c(=O)n1-c1ccccc1Cl
 : -2.7	-6.1
COc1ccc(C=C2C(=O)NC(=S)NC2=O)cc1OC
 : 3.9	-6.2
COc1cc(OC)c2c(c1)OCC1CON(C)C21 (configuration not stated)
 : -1.0	5.6
COc1ccccc1N1CCN(C(CNC(=O)Oc2ccccc2)c2cccnc2)CC1 (configuration not stated)
 : -5.0	4.4
NCCCN1CCN(c2ccccc2)CC1
 : -2.0	7.9
CCc1c(C)nc(N)nc1N1N=C1SCC(=O)OC
 : 15.7	-1.4
COc1cccc(N=Cc2c(O)n(Cc3ccco3)c(=O)[nH]c2=O)c1
 : -4.1	3.2
O=C(COc1ccccc1)Nc1ccc(Cl)cc1C(=O)c1ccccc1
 : 3.2	7.8

Single records, from the list above:
Profile of `Cc1cc(NC(=O)CCl)no1` → TAG inh DAPI viability = -17.7; TAG inh = 19.1
Profile of `O=c1c2ccccc2nc(/C=C/c2ccccn2)n1-c1ccccc1` → TAG inh DAPI viability = -1.5; TAG inh = -2.6
Profile of `CCOC(=O)C1=C(C)N(C)C2(C)CC1c1ccccc1O2` (configuration not stated) → TAG inh DAPI viability = 1.4; TAG inh = -0.1

More compounds.
Value order: TAG inh DAPI viability	TAG inh
C=C1CC[C@@]2(O)[C@H]3Cc4ccc(O)c5c4[C@@]2(CCN3CC2CC2)[C@H]1O5
 : -2.6	13.1
Cc1ccc(/C=C2/C(=O)NC(=O)N(CCc3ccc(F)cc3)C2=O)o1
 : -0.4	3.6
O=C1OC(c2ccc(Cl)cc2)=N/C1=C\N1CC2CC(C1)c1cccc(=O)n1C2 (configuration not stated)
 : -7.3	10.9
COC(=O)C1=C(c2cccc(OC)c2OC)C[C@@H]2CC[C@H]1N2C(=O)NC1CCCCC1
 : -11.2	-27.2
CC(CC(C)(C)N1CC1)=NO
 : 3.0	-11.2
Cc1ccc(Cn2nnnc2CN2CCC(n3nnc4cc(C)ccc43)CC2)cc1
 : -0.2	8.0
COC(=O)[C@@]1(C#N)[C@@H]2C=CC(C(C)=O)=CN2[C@@H](C(N)=O)[C@@H]1c1ccc(F)cc1
 : 4.5	0.0
CCN1C(=O)CC(=O)N(CC)C1=S
 : 11.5	-0.5
COC(=O)C1=C(c2ccc(OC)c(OC)c2)C[C@@H]2CC[C@H]1N2C(=O)N1CCCCC1
 : 0.8	3.3
COc1ccccc1-n1c(O)c(/C=N/NC(=S)Nc2ccccc2)c(=O)[nH]c1=S
 : -0.1	-1.3
CC(C)CCOP(N)(=O)Oc1ccccc1 (configuration not stated)
 : 0.5	-42.3
Cc1cc(C)c(NC2=NCCS2)cc1C
 : 5.5	-17.0
CC1CC2(C)C(CCC3C2CCC2(C)C(OP(=O)(N4CC4)N4CC4)CCC32)CC1=O (configuration not stated)
 : 3.8	-30.2
Cc1ccc(OC(=O)N(C)C[C@@H]2OCc3cnnn3CCCC(=O)N([C@H](C)CO)C[C@H]2C)cc1
 : -0.5	-22.1
CCC(C)n1c(O)c(C=NCC2CCCO2)c(=O)[nH]c1=S (configuration not stated)
 : 8.8	-6.1
Cc1c(C=C2C(=O)N(C)C(=S)N(C)C2=O)c2ccccc2n1CC(=O)NCC1CCCO1 (configuration not stated)
 : -7.5	15.8
O=C1NC(=O)C(=Cc2c(Cl)cccc2Cl)C(=O)N1
 : 6.5	13.8
CCOC(=O)Cc1csc(NC(=O)c2c(O)c3ccccc3n(CCC(C)C)c2=O)n1
 : 14.8	-18.4
CC=C(CC)C1(CC)C(=O)NC(=S)NC1=O
 : -2.9	-0.4
O=C1NC(=O)N(CC2CCCO2)C(=O)/C1=C/c1cccs1 (configuration not stated)
 : -6.2	7.0
CCN(CC(=O)Nc1ccc(C#N)c(Cl)c1)CC(=O)NC(C)(C)C
 : -4.8	2.1
C=CCn1c(O)c(C(C)=NCCCn2ccnc2)c(=O)[nH]c1=O
 : -1.8	1.5
O=c1c([N+](=O)[O-])cn(O)cc1[N+](=O)[O-]
 : 2.6	-13.6
